Neddyl block – inhibitors of cullin neddylation, primary screen, biochemical, TR-FRET, uHTS, NAE and Ubc12 | NEDD8-conjugating enzyme Ubc12 (Homo sapiens) + NEDD8-activating enzyme E1 regulatory … | calls only at 25 µM | 0.58% of 360,000 active; in the data active = inhibition above about 36%
E coli Lon inh – inhibitors of E. coli Lon protease, primary screen, biochemical, fluorescence polarization | P0A9M0 | purified E. coli Lon protease | inhibition, % at 7.94 µM | 0.42% of 360,000 active | AID 602123, 2011; in the data active = inhibition above about 13%, passing the limit was not always enough;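 note: 0% = enzyme with probe and DMSO and 100% = no enzyme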
CendR NRP1 mod – modulators of CendR peptide binding to NRP-1, primary screen, biochemical, fluorescence polarization, uHTS; FAM-RPARPAR peptide binding to NRP-1; Neuropilin-1 (Homo sapiens), O14786; inhibition, % at 25 µM; 0.85% of 360,000 active;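 active = inhibition or corrected inhibition above about 18%, plus a signal ratio from 0.5 to 1.5, limit read from the data, passing the limit was not always enough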; note: strong numbers were not always called active
FAS TE block – FAS thioesterase domain inhibitors, primary screen, biochemical, fluorescence intensity, uHTS. inhibition, % at 15 µM. 0.67% of 360,000 active. recombinant FAS-TE, OMFH fluorogenic substrate, fluorescence endpoint. Fatty acid synthase (Homo sapiens), P49327;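 active = compounds whose normalised, plate-corrected inhibition of enzyme fluorescence in the single-dose primary screen is 50% or more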;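 note: 0% = DMSO with enzyme and 100% = substrate without enzyme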
Rin1-Abl PPI inh – inhibitors of Rin1-Abl protein binding, primary screen, biochemical, TR-FRET; 0.4% of 360,000 active; inhibition, % at 7.35 µM; in the data active = inhibition above about 5%, passing the limit was not always enough
MsrA inh – bovine MsrA enzyme inhibitors, primary screen, biochemical, absorbance, HTS; inhibition, % at 15.5 µM; purified bovine MsrA, absorbance read-out; AID 651718, 2012; Methionine sulfoxide reductase A (Bos taurus); 0.75% of 360,000 active; in the data active = inhibition above about 4.5%;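 note: 0% = vehicle wells with enzyme and 100% = reference inhibitor wells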
MT1-MMP act inh – blockers of MT1-MMP proenzyme processing, primary screen, HT1080 RFP-PRO-GFP cells, GFP/RFP fluorescence; Matrix metalloproteinase-14 (Homo sapiens), P50281; GFP/RFP ratio fluorescence, overnight; percent of plate control window, DMSO zero; GFP/RFP ratio change, % at 20 µM; 0.061% of 360,000 active;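 active = GFP/RFP ratio change of at least 30% with cell ATP level not reduced by more than half and red fluorescence within 50% of control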; note: strong numbers were not always called active
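Assay system: HT1080 cells carrying an RFP-PRO-GFP reporter | Dosing: Single dose of 20 µM compound, 1% DMSO final | Incubation: Cells overnight before dosing, compound overnight, 37 °C, 5% CO2 | Evaluation: GFP/RFP fluorescence ratio | Control set: DMSO and RFP-L50D-GFP cell wells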
bovine MsrA act – bovine MsrA enzyme activators, primary screen, biochemical, absorbance, HTS; purified bovine MsrA, absorbance read-out; activation, % at 10.6 µM; 0.3% of 360,000 active; in the data active = activation above about 7.5%;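 note: 0% = vehicle and 100% = reference activator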
SKN-1 block – suppressors of acrylamide-induced Pgst-4::GFP reporter in worms, primary screen, SKN-1 inhibitor project, whole organism, uHTS, GFP/RFP fluorescence ratio, strain VP596 | C. elegans VP596 Pgst-4::GFP/RFP ratio, 24 h | inhibition, % at 21.8 µM | 0.49% of 360,000 active | AID 624304, 2012;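 active = interference check ratio from 0.5 to 1.5 plus GFP to RFP signal ratio inhibition reaching or exceeding a fixed threshold, cut at about 30% in these data, passing the limit was not always enough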; note: some compounds called inactive have numbers as strong as hits
The depositor's hits bear a star; i = inactive; . = no result given.

Structure	Neddyl block	E coli Lon inh	CendR NRP1 mod	FAS TE block	Rin1-Abl PPI inh	MsrA inh	MT1-MMP act inh	bovine MsrA act	SKN-1 block
COc1cc(C(=O)NC(=S)Nc2cccc3nc(C)ccc23)cc(OC)c1OC	i	-10	-25	-3	-4	-0.8	6	-2	6
Cc1ccc(NC(=O)Cn2cnc(C(=O)Nc3ccc(C)c(C)c3)n2)cc1C	i	-4	-3	-2	-3	1.2	2	-5	10
CC(NC(=O)CSc1nnnn1C1CC1)c1ccccc1Br (centres undefined)	i	5	-34	-5	2	0.4	1	-2	11
COc1cccc(-c2csc(N3CCN(CC(=O)NNC(=O)c4ccc(Cl)cc4)CC3)n2)c1	i	2	-6	-7	0	-0.2	4	-9	-9
CCOC(=O)C1CCN(c2c(NC3CCCCCCC3)c(=O)c2=O)CC1	i	4	5	0	1	0.3	6	-6	-5
CCC(=O)NC(c1ccc(N(C)C)cc1)c1c(O)ccc2ccccc12 (centres undefined)	i	-5	-9	-1	-7	-0.3	-2	-1	2
COc1cc(C2C(C#N)=C(N)OC3=C2C(=O)CC(C)(C)C3)ccc1OC(=O)N1CCOCC1 (centres undefined)	i	-2	-9	-9	3	-0.2	6	-2	3
FC(F)(F)Oc1ccc(Nc2nc(N3CCOCC3)nc(N3CCOCC3)n2)cc1	i	4	5	18	-1	-0.3	-2	-6	3
CCOC(=O)N1CCN(CC(=O)Nc2ccc([N+](=O)[O-])cc2C(=O)Nc2ccccc2F)CC1	i	-5	5	37	-1	0.4	-10	-1	9
COc1ccc(S(=O)(=O)N2CCOCC2)cc1NC(=O)COc1ccccc1OC	i	4	2	-1	2	1.0	1	-2	8
Cc1ccc(CN2CCCOCCS2(=O)=O)cc1	i	11	4	-12	2	-0.5	3	-1	8
CC1(C)CC(=O)C2=C(C1)NC(=O)CC2c1ccc(F)cc1 (centres undefined)	i	-5	7	-2	2	-0.6	1	-2	7
c1ccc(OCc2nn3c(-c4ccncc4)nnc3s2)cc1	i	0	2	0	-2	0.7	-4	-1	-6
CC(C)CC(=O)Nc1nnc(SCC(=O)NCc2ccc3c(c2)OCO3)s1	i	6	-14	-4	-4	1.1	-3	-4	7
CCn1cc(/C=N/N=C2\CCC3C4CCc5cc(O)ccc5C4CC[C@]23C)c(C)n1 (some centres undefined)	i	-5	8	5	-4	0.3	.	-2	18
CC(C)NC(=O)COc1ccc(S(=O)(=O)N(C)Cc2ccccc2)cc1	i	0	-4	1	0	1.6	2	-2	22
NS(=O)(=O)c1ccc(CNC(=O)CCS(=O)(=O)Cc2ccccc2)cc1	i	-8	-7	-6	-4	0.8	-2	-2	6
CCOc1cc2[nH]c(=O)n(CCC(=O)NCc3ccc(OC)cc3)c(=O)c2cc1OCC	i	4	23	-32	3	0.9	-70	-8	-2
Cn1cnc([N+](=O)[O-])c1S(=O)(=O)Nc1ccccc1	i	-3	-2	-4	-1	16*	8	-2	6
Cc1ccc(NC(=O)c2ncn(CC(=O)N3CCN(c4ccccn4)CC3)n2)cc1C	i	-6	7	-7	-6	0.5	2	-4	4
CCCCC(=O)Nc1cccc(NC(=S)NC(=O)C(C)C)c1	i	9	0	-6	1	0.9	3	0	2
C/C(CC1CC2=C(CC1(C)C)C(C)(C)CCC2)=N\NC(N)=S (centres undefined)	i	1	4	12	-3	0.5	3	-13	-10
CCCc1c(C(=O)N/N=C/C2CC=CCC2)nnn1-c1nonc1N (centres undefined)	i	-1	-9	-6	-3	0.6	1	-7	4
CSc1nc(NC(C)=O)nc(C)c1Cl	i	-7	-2	-6	2	-0.6	-2	0	4
C/C=C/C(=O)Nc1cccc(C2=NOC3(C2)C[C@H](C(N)=O)N(C(=O)/C=C/C)C3)c1 (some centres undefined)	i	-11	10	-4	4	-0.7	1	-3	-6
CCNC(=O)CCS(=O)(=O)c1ccc2ccccc2c1	i	0	10	-6	-2	-0.1	-1	-3	-2
CCC(C)Oc1ccc(C(=O)Nc2ccc(CN3CCOCC3)cc2)cc1 (centres undefined)	i	8	-4	0	1	-0.2	-1	1	29
Cc1noc(C)c1-c1ccc(C(=O)NCc2ccccc2)c2occc12	i	-11	-8	1	0	-0.7	13	-1	-10
O=C(COC(=O)c1ccc[n+]([O-])c1)Nc1ccc(Cl)cc1[N+](=O)[O-]	i	12	5	0	-1	0.7	0	-8	3
O=C(c1ccccc1)N1CCN(c2ccc(Cl)cc2)CC1	i	-15	-1	-2	3	-0.4	4	-2	9
COc1ccc(-c2c(C#Cc3ccsc3)c3cc(-c4ccc5c(c4)OCCO5)ccc3n2C)cc1	i	-12	-2	27	1	0.8	12	-1	3
O=C(N/N=C1/CCc2ccccc21)C1CC1	i	1	4	-2	-7	-1.2	0	2	9
O=C1C2C3C=CC(C3)C2C(=O)N1c1ncc([N+](=O)[O-])s1 (centres undefined)	i	-8	-10	-10	0	2.2	2	-5	2
CC(=O)N1CCN(S(=O)(=O)c2cccc(C(=O)Nc3ccc(OC(F)F)cc3)c2)CC1	i	-4	9	-4	-5	0.2	6	-9	-5
CC(=O)c1ccc(NC2OC(CO)C(O)C(O)C2O)cc1 (centres undefined)	i	1	6	-8	1	2.1	1	-3	-12
CC[n+]1c(/C=C(\C)Nc2ccccc2)sc2ccccc21	i	-6	-5	-6	0	-0.9	-2	-5	11
CC(C)NC(=O)c1cc(-n2cnnc2)ccc1Cl	i	-3	7	-8	1	1.2	4	-2	2
COC(=O)c1ccc(NC(=O)CCCN2C(=O)NC(C)(C)C2=O)cc1	i	9	-2	-6	0	0.7	-1	-6	-14
COc1ccc(CN2CC(C(=O)NCCN3CCOCC3)CC2=O)cc1 (centres undefined)	i	-3	-21	-11	0	-0.1	-1	-7	12
CC(=O)Nc1ccc(/C(C)=N/Nc2nc(Nc3cccc4ccccc34)nc(N3CCOCC3)n2)cc1	i	3	-11	8	-2	1.6	-2	-4	11
O=c1cc(-c2ccccc2Cl)oc2c(NS(=O)(=O)c3cccc4nsnc34)ccc(O)c12	i	5	1	14	0	-0.2	-2	-7	8
CCn1c(C)cc(/C=C2/NC(=O)N(c3ccccc3)C2=O)c1C	i	-8	-9	21	-4	1.6	-13	-8	10
CN(C)S(=O)(=O)c1ccc(S(=O)(=O)N2CCCC(C(=O)NC3CC3)C2)cc1 (centres undefined)	i	1	17	-3	2	-0.6	-1	-2	0
Cc1ccc(NC(=S)N(Cc2cccs2)Cc2cc3cc(C)ccc3[nH]c2=O)cc1	i	0	-1	72*	0	-0.6	-20	-3	3
COc1ccc(NC(=O)c2cc(-c3ccccn3)nc3c(C)cc(C)cc23)c(C)c1	i	4	-3	-2	0	1.3	-5	-1	2
CCOc1cc(C(=O)OCc2cccc(OC)c2OC)ccc1OCC(=O)N1CCOCC1	i	-11	-7	-2	-1	-1.1	5	-7	15
CCC1C(=O)NCCN1C(=O)c1ccc2nc(Cc3cccc(Cl)c3)oc2c1 (centres undefined)	i	-10	22	-5	4	-1.0	2	-3	-5
c1ccc2c(c1)nc1n2C2(N3CCOCC3)CCCC2C1N1CCOCC1 (centres undefined)	i	-1	-5	-9	0	-0.1	-8	-1	0
O=C(CNC(=O)c1cccs1)NCC(=O)OCc1c(F)cccc1Cl	i	1	2	-2	2	1.0	1	-4	8
S=C1NC[C@H](CC2CCCCC2)N1CCc1cccc2ccccc12	i	-12	2	-55	-1	-0.7	6	-1	15
COc1ccc(NC(=O)[C@H](C)NS(=O)(=O)c2ccc(NC(C)=O)cc2)cc1Cl	i	-11	-10	-3	3	-0.1	2	-2	9
S=C(Nc1ccc(Cl)cc1Cl)N1CCOCC1	i	-3	-2	-8	0	-1.0	-7	-13	0
COCCn1c(N)c(N(Cc2ccccc2)C(=O)C2CCCC2)c(=O)[nH]c1=O	i	-7	-15	-2	-3	1.8	-3	-1	1
Cc1ccc(C(=O)CCCn2nnc(-c3cccnc3)n2)cc1C	i	5	-8	-6	1	1.1	-1	-2	9
Cc1cc(CSc2nc(C)cc(=O)[nH]2)c2ncccc2c1	i	11	-5	-7	1	-0.6	1	-9	-5
Cc1cccc(-c2noc(CNC(=O)COc3ccccc3C)n2)c1	i	-16	-4	17	1	-0.5	-8	-2	5
Cc1nn(CCc2n[nH]c(=S)n2-c2ccc(F)c(Cl)c2)c(C)c1[N+](=O)[O-]	i	-1	6	-4	-4	-0.1	6	-4	3

In the list so far, these contain an aryl methoxy group.
Structure	Neddyl block	E coli Lon inh	CendR NRP1 mod	FAS TE block	Rin1-Abl PPI inh	MsrA inh	MT1-MMP act inh	bovine MsrA act	SKN-1 block
COc1cc(C(=O)NC(=S)Nc2cccc3nc(C)ccc23)cc(OC)c1OC	i	-10	-25	-3	-4	-0.8	6	-2	6
COc1cccc(-c2csc(N3CCN(CC(=O)NNC(=O)c4ccc(Cl)cc4)CC3)n2)c1	i	2	-6	-7	0	-0.2	4	-9	-9
COc1cc(C2C(C#N)=C(N)OC3=C2C(=O)CC(C)(C)C3)ccc1OC(=O)N1CCOCC1 (centres undefined)	i	-2	-9	-9	3	-0.2	6	-2	3
COc1ccc(S(=O)(=O)N2CCOCC2)cc1NC(=O)COc1ccccc1OC	i	4	2	-1	2	1.0	1	-2	8
CCOc1cc2[nH]c(=O)n(CCC(=O)NCc3ccc(OC)cc3)c(=O)c2cc1OCC	i	4	23	-32	3	0.9	-70	-8	-2
COc1ccc(-c2c(C#Cc3ccsc3)c3cc(-c4ccc5c(c4)OCCO5)ccc3n2C)cc1	i	-12	-2	27	1	0.8	12	-1	3
COc1ccc(CN2CC(C(=O)NCCN3CCOCC3)CC2=O)cc1 (centres undefined)	i	-3	-21	-11	0	-0.1	-1	-7	12
COc1ccc(NC(=O)c2cc(-c3ccccn3)nc3c(C)cc(C)cc23)c(C)c1	i	4	-3	-2	0	1.3	-5	-1	2
CCOc1cc(C(=O)OCc2cccc(OC)c2OC)ccc1OCC(=O)N1CCOCC1	i	-11	-7	-2	-1	-1.1	5	-7	15
COc1ccc(NC(=O)[C@H](C)NS(=O)(=O)c2ccc(NC(C)=O)cc2)cc1Cl	i	-11	-10	-3	3	-0.1	2	-2	9
